# CIT2-GFP yeast – yeast TOR pathway CIT2-GFP modulation; S. cerevisiae CIT2-GFP strain, flow cytometry, 3 h; 100 means same as DMSO wells; GFP response vs DMSO, % at 10 µM; 0.065% of 320,000 active; AID 2029;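 active = GFP response relative to DMSO above a set limit, near the screen mean plus 3 SD, cut at about 150% in these data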;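 note: ratio of well median GFP fluorescence to mean of DMSO wells on the plate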
# LAP4-GFP MLPCN – alters LAP4-GFP fluorescence in TOR pathway yeast screen | S. cerevisiae LAP4-GFP multiplex, flow cytometry GFP, 3 h; median GFP as percent of DMSO wells | GFP response vs DMSO, % at 10 µM | 0.34% of 320,000 active | AID 2023;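 active = GFP response vs DMSO above a set limit, about the screen mean plus 3 SD, cut at about 150% in these data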
# RPL19A-GFP yeast – alters RPL19A-GFP fluorescence in TOR pathway yeast screen; S. cerevisiae RPL19A-GFP strain, flow cytometry, 3 h; hits give low values; 0.3% of 330,000 active; percent response vs DMSO, % at 10 µM;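 active = percent response vs DMSO below 50%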;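 note: median channel GFP fluorescence of the barcoded RPL19A-GFP strain; ratio of sample median GFP to plate DMSO average so 100% = DMSO; lower means less RPL19A-GFP as with rapamycin TOR inhibition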
# CR mimetic SO – yeast age-related superoxide inhibition as caloric restriction mimetic. S. cerevisiae aged cells, superoxide DHE fluorescence; hits give low values. superoxide response (% of plate mean), % at 10 µM. 0.18% of 330,000 active;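 active = superoxide response under a set limit, about three screen SD below normal, cut at about 65% in these data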;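 note: yeast aged for seven days with compound at 30 °C before DHE staining; 100% = average MFI of all compound-treated wells on the plate with controls excluded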
# MEP2-GFP yeast – alters MEP2-GFP fluorescence in TOR pathway yeast screen; S. cerevisiae MEP2-GFP strain, flow cytometry GFP, 3 h; 100% = DMSO control level; 0.51% of 330,000 active; GFP response vs DMSO, % at 10 µM;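 active = GFP response versus DMSO above a set limit, roughly screen mean plus 3 SD, cut at about 180% in these data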;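 note: median GFP fluorescence of the barcode-gated MEP2-GFP cells per well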
# AHR activator – activators of human aryl hydrocarbon receptor; P35869; AHR-responsive luciferase reporter cells, luminescence; activation, % at 5 µM; 2.5% of 320,000 active; in the data active = activation above about 47%;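 note: 0% = vehicle wells and 100% = reference agonist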
# Target sequence (P35869 whole entry, looked up): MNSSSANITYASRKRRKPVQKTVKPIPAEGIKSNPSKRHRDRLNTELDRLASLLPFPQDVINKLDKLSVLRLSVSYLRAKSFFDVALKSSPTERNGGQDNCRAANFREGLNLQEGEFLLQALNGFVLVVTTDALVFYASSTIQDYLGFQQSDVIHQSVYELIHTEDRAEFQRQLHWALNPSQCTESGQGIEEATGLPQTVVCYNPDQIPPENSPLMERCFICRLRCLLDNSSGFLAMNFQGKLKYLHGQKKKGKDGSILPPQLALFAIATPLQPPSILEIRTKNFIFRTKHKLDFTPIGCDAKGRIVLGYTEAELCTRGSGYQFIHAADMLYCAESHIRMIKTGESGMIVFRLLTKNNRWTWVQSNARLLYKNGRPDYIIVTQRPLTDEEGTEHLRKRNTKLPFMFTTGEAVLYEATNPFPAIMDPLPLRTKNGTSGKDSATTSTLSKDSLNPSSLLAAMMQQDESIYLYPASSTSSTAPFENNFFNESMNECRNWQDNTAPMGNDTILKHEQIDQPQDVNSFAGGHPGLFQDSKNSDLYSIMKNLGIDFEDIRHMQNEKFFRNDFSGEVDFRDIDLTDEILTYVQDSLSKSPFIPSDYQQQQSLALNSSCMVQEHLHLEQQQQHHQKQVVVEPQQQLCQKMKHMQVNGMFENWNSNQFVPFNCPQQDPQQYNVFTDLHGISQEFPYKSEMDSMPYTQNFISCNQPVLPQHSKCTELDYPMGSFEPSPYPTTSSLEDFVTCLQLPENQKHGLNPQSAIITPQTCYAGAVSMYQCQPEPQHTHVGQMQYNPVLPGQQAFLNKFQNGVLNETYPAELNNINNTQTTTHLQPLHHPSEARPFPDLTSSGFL
# AGP1-GFP MLPCN – alters AGP1-GFP fluorescence in TOR pathway yeast screen; GFP response vs DMSO, % at 10 µM; S. cerevisiae AGP1-GFP multiplex flow cytometry, 3 h; GFP as percent of DMSO wells; 0.02% of 320,000 active; AID 2066;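 active = GFP response relative to DMSO above a set limit, near screen average plus 3 SD, cut at about 150% in these data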;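 note: median GFP channel fluorescence of the gated AGP1 strain per well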
# Efflux pump mplx – blocks antifungal efflux pumps in multiplex yeast assay; S. cerevisiae Candida pump triplex, Nile Red efflux; 0.44% of 330,000 active; AID 485275; inhibition, % at 10 µM;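 active = plate passing quality check with inhibition over a set limit, or well fluorescence over plate mean plus 4 SD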;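 note: Nile Red retained in pooled yeast measured as flow cytometry median fluorescence; 0% = buffer negative control and 100% = Enniatin B positive control; higher means more Nile Red kept so more efflux inhibition; some compounds called inactive have numbers as strong as hits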
# Numbers without * were called inactive; . = no result given.
SMILES,CIT2-GFP yeast,LAP4-GFP MLPCN,RPL19A-GFP yeast,CR mimetic SO,MEP2-GFP yeast,AHR activator,AGP1-GFP MLPCN,Efflux pump mplx
Cc1ccc(C(=O)CNc2ccc(C)cc2C)cc1,89.8,101.5,100.9,93.3,105.8,-8.3,95.6,0.0
CN1CCN(NC(=O)c2cc(-c3cccc(Cl)c3)nc3ccccc23)CC1,99.8,97.2,108.0,103.1,102.2,-0.4,101.0,0.0
O=C(NCc1ccccc1)C1(C(F)(F)F)C/C(=C/CCO)CCCO1 (stereo not drawn),83.9,101.6,107.7,106.2,96.1,0.6,91.1,-0.1
COc1ccc(N2CCN(C(=S)Nc3ccccc3)CC2)cc1,97.5,103.9,98.6,108.8,97.9,-1.5,94.1,0.0
O=C(CN1CCN(C2CCCCC2)CC1)c1c[nH]c2ccccc12,108.8,96.0,101.1,113.2,100.4,13.5,102.1,-0.1
CN1CCC(N(C)C(=S)Nc2ccc(SC(F)F)cc2)CC1,96.3,95.3,94.2,106.3,100.0,3.7,100.0,0.0
CC(C)c1ccccc1NC(=O)COC(=O)Cc1cccc(C(F)(F)F)c1,84.1,106.1,99.0,100.5,104.1,25.3,110.0,0.6
CN1CCN(C(=O)C2=C[C@@H](c3ccccc3)C[C@@H](OCCCCO)O2)CC1,97.1,100.3,99.4,103.2,104.1,1.6,103.0,0.0
Cc1cc(C)cc(N(CC(=O)NC(C)(C)C)C(=O)CCC(=O)Nc2ccccn2)c1,103.1,93.2,102.0,107.9,112.2,0.2,96.7,0.1
CCCCC(CC)C(=O)Nc1ccc(S(=O)(=O)N2CCCC2)cc1 (stereo not drawn),105.9,90.2,101.4,102.2,103.1,1.0,98.5,-0.1
COc1ccc(NC(=O)N(Cc2cccs2)Cc2cc3cc4c(cc3[nH]c2=O)OCO4)cc1,91.9,102.5,101.0,107.9,96.0,29.5,97.9,0.6
Cc1ccc(S(=O)(=O)N=S(CCO)CCO)cc1,98.1,83.6,100.3,80.1,97.2,1.4,91.6,0.3
Cc1ccc(CCNC(=O)C2CCN(S(=O)(=O)c3c(C)nn(C)c3C)CC2)cc1,98.8,111.5,99.5,88.6,119.8,1.9,103.6,0.2
Cc1cc(C)n2nc(C(=O)OCC(=O)N(C)C3CCCCC3)nc2n1,87.0,106.2,96.9,103.1,101.8,2.7,101.1,0.0
COc1ccc(CN2CCn3nc(C(=O)NC4CC4)cc3C2=O)cc1,99.9,88.7,97.0,76.1,88.9,1.5,104.1,-0.1
COc1ccc(/C=C2\CCCC(C(=O)C(F)(F)F)=C2O)cc1OC,95.2,90.6,96.5,77.0,91.1,-0.3,92.4,0.0
CCN(CC)C(=S)NC(=O)c1ccc(F)cc1,88.7,104.8,97.7,107.3,108.1,3.4,93.7,0.2
Cc1cc(C)c2nc(-n3nc(C)cc3N)cc(C)c2c1,105.0,112.9,94.1,95.1,103.4,43.5,103.4,2.0*
CC1Oc2ccccc2C=C1/C=N/NC(=O)c1ccncc1 (stereo not drawn),.,.,99.6,113.8,103.7,2.5,.,0.1
C[C@]12C(=O)N(c3ccc(C(F)(F)F)cc3)C(=O)N1[C@@H]1c3ccccc3OC[C@@H]1[C@H]2c1ccccc1,92.6,102.6,103.7,106.7,96.1,1.0,92.0,-0.1
O=C(CN(CC1CCCO1)S(=O)(=O)c1ccc(S(=O)(=O)NC2CC2)cc1)Nc1ccccc1 (stereo not drawn),101.2,95.3,90.2,119.5,105.2,3.8,95.5,0.4
COc1ccc(Br)cc1CN(C)CC(=O)Nc1cccc(S(N)(=O)=O)c1,96.7,90.0,96.2,120.8,99.6,3.9,96.2,0.1
CN(C)CCNc1oc(COc2ccc(-c3ccccc3)cc2)nc1C#N,93.4,99.3,97.5,102.3,99.4,-3.2,98.7,3.6
CCN(CC(=O)Nc1c(F)cccc1F)C(=O)Cn1[nH]c(=O)c2ccccc2c1=O,98.4,94.9,97.0,91.1,102.0,0.5,97.9,0.1

# In the list so far, 3 contain two or more sulfur atoms.
SMILES,CIT2-GFP yeast,LAP4-GFP MLPCN,RPL19A-GFP yeast,CR mimetic SO,MEP2-GFP yeast,AHR activator,AGP1-GFP MLPCN,Efflux pump mplx
CN1CCC(N(C)C(=S)Nc2ccc(SC(F)F)cc2)CC1,96.3,95.3,94.2,106.3,100.0,3.7,100.0,0.0
Cc1ccc(S(=O)(=O)N=S(CCO)CCO)cc1,98.1,83.6,100.3,80.1,97.2,1.4,91.6,0.3
O=C(CN(CC1CCCO1)S(=O)(=O)c1ccc(S(=O)(=O)NC2CC2)cc1)Nc1ccccc1 (stereo not drawn),101.2,95.3,90.2,119.5,105.2,3.8,95.5,0.4

# The list continues.
SMILES,CIT2-GFP yeast,LAP4-GFP MLPCN,RPL19A-GFP yeast,CR mimetic SO,MEP2-GFP yeast,AHR activator,AGP1-GFP MLPCN,Efflux pump mplx
O=C(NNC(=O)c1cccnc1)Nc1ccc(Cl)c(Cl)c1,95.4,.,98.1,91.4,110.7,15.7,99.1,-0.2
CC(=O)Nc1cc(C(=O)OCC(=O)c2ccc(C)cc2)ccc1C,93.5,75.6,112.0,97.1,92.0,4.7,84.4,-0.5
O=C(O)CSC1c2ccccc2C(=O)N1Cc1ccccc1 (stereo not drawn),94.5,105.8,100.5,92.1,107.5,-3.0,105.4,-0.1
CC(=O)c1ccc(N2CCN(S(=O)(=O)c3ccc4c(c3)CC(=O)N4C)CC2)cc1,98.6,92.7,96.5,97.6,94.2,0.2,99.0,-0.1
Cc1ccccc1OC(=O)Cn1c(C(F)(F)F)nc2ccccc21,84.2,113.3,93.1,90.0,92.8,1.7,93.4,0.0
Cc1ccc(C(=O)Nc2ccc3c(c2)OCO3)cc1NC(=O)c1ccco1,89.3,106.2,94.6,95.1,92.3,122.0*,98.0,-0.2
Cc1cc(Br)ccc1NC(=O)CNC(=O)CNc1cccc([N+](=O)[O-])c1,102.3,116.9,112.0,106.1,104.5,3.2,114.8,0.0
CC1CCCC(C)N1/N=C/c1ccc(C#N)cc1 (stereo not drawn),101.2,97.5,96.8,97.9,98.9,1.8,99.8,0.1
CCN1CCN(c2nc(-c3ccccc3Cl)nc3ccccc23)CC1,96.8,111.4,105.1,93.9,111.5,4.2,102.3,0.1
CCCN1CCN(S(=O)(=O)c2cn(C)nc2C)CC1,101.2,102.5,104.1,95.3,103.5,2.1,101.3,0.5
CC(NS(=O)(=O)c1ccc(Br)s1)c1ccccc1 (stereo not drawn),98.4,101.1,100.3,105.0,96.0,1.1,99.5,-0.2
CCCC(=O)c1ccc(N2CCCC2)c(F)c1,89.7,115.7,93.6,83.0,99.0,-2.4,95.9,-0.1
Cc1ccc(C(C)C)c(OCCN2CCc3ccccc3C2)c1,96.1,91.2,97.3,108.7,101.0,5.0,95.5,-0.1
CCc1ccccc1NC(=S)N1N=CCC1c1ccccc1 (stereo not drawn),95.0,110.0,100.5,105.2,107.6,1.4,104.3,-0.2
N#Cc1nc(COc2ccccc2)oc1N1CCC(Cc2ccccc2)CC1,95.5,95.3,97.8,104.3,98.3,2.9,100.1,0.0
C=CCc1ccc(OCc2ccc(C(=O)Nc3ccc(NC(C)=O)cc3)o2)c(OC)c1,98.3,90.9,102.0,120.2,103.5,18.0,93.3,0.1
COc1ccc(-c2cc(C)no2)cc1S(=O)(=O)NCC(C)c1ccccc1 (stereo not drawn),95.3,106.9,102.7,108.6,98.2,4.5,100.2,0.0
Cc1cnc(NC(=O)CN2CCN(c3ccccc3F)CC2)s1,102.5,110.6,101.6,106.4,111.3,-1.0,105.3,0.0
Cc1cc2ccccn2c1C(=O)c1nc(NCc2ccco2)ncc1Cl,99.9,103.6,99.8,115.4,100.7,-1.8,95.4,0.1
Cn1c(=O)c(C(=O)NNC(=O)c2ccc(Br)cc2)c(O)c2ccccc21,90.4,127.0,63.6,82.8,127.7,34.0,72.3,0.1
CCOc1ccc(C(C)NC(=O)CN2C(=O)NC3(CCCCC3)C2=O)cc1OCC (stereo not drawn),95.9,97.7,96.2,120.9,98.5,-0.3,98.2,0.1
CCCOC(=O)C1=C(C)NC(=O)NC1c1ccc(Br)s1 (stereo not drawn),115.9,99.5,105.8,93.7,107.2,-2.0,109.7,-0.1
CC(SC1=NCCS1)C(=O)Nc1nnc(-c2ccc(Cl)cc2)s1 (stereo not drawn),95.5,110.3,100.1,80.7,102.2,6.0,92.8,-0.2
Cn1nnc2sc3c(c2c1=O)CCCC3,94.9,98.8,102.0,92.4,103.9,-3.4,100.7,0.0
COCCN(C(=O)CSc1nnc(Nc2ccccc2F)s1)c1c(N)n(Cc2ccccc2)c(=O)[nH]c1=O,98.8,97.0,99.3,98.0,98.2,0.8,98.6,-0.1
Cc1ccnc(NS(=O)(=O)c2ccc(NC(=O)C34CC5CC(C)(CC(C)(C5)C3)C4)cc2)n1,108.9,101.1,98.3,83.8,102.4,0.5,102.5,0.1
Cn1c(=O)c2c(SCc3ccccn3)nc(C3CC3)nc2n(C)c1=O,85.6,98.5,90.6,96.0,97.0,46.9,96.3,0.0
c1ccc2c(c1)nc(N1CCCCC1)c1ccccc12,92.0,112.0,100.1,82.5,98.5,1.7,98.2,0.0
O=C(O)C1Nc2c(Cl)cc(Cl)cc2C2C=CCC12 (stereo not drawn),97.9,86.1,97.4,101.0,107.0,1.3,91.7,0.1
Cc1ccccc1C1NC(=O)c2ccccc2O1 (stereo not drawn),100.5,94.0,98.7,103.2,94.2,-0.1,98.9,0.0
Cc1ccccc1NC(=O)CCCn1nc(C)c2c(C)n(-c3ccccc3)nc2c1=O,98.2,97.3,95.7,96.1,117.5,-0.9,96.9,0.0
COc1ccc(/C=N/NC(=O)C2C(=O)NCC2c2ccccc2)c(OC)c1 (stereo not drawn),98.3,85.8,100.9,102.3,97.8,8.8,100.7,0.1
O=C(CNC(=O)c1ccc(Br)cc1)OCc1cc([N+](=O)[O-])cc2c1OCOC2,110.8,106.3,98.2,83.1,100.7,1.0,113.6,-0.1
COc1cccc(-n2nc(-c3ccnn3-c3ccccc3)c(=O)n(C)c2=O)c1,89.2,93.2,95.8,103.0,95.5,6.9,96.6,0.2
CCN(CC)C(=O)CSc1nc2ccccc2c(=O)n1-c1cccc(OC)c1,93.3,97.9,97.2,103.7,104.6,-0.2,102.2,0.1
CCC1CCC(C(=O)NC(C(=O)Nc2ccc3c(c2)OCCO3)C(C)C)CC1 (stereo not drawn),101.7,95.9,98.4,96.6,99.2,-0.6,99.3,-0.1
Cc1ccc(-n2nnc3c(=O)oc4ccccc4c32)cc1,95.7,104.8,98.0,85.8,106.5,-2.1,103.4,0.0
O=C(Nc1nnc(S(=O)(=O)N2CCOCC2)s1)c1ccc(F)cc1,101.6,102.4,102.3,98.3,102.8,-0.2,103.7,0.1
COc1ccccc1C(=O)NC(C)c1ccc(-n2ccnc2)cc1 (stereo not drawn),115.0,72.8,103.1,88.7,97.8,60.3*,93.0,0.0
Cc1ccc(N(CC(=O)N/N=C/c2cccc(Br)c2)S(C)(=O)=O)cc1,101.7,95.3,95.9,95.7,93.1,8.0,99.1,-0.4
CCOC(=O)CCNC(=O)N1CCCC(C(=O)c2ccccc2SC)C1 (stereo not drawn),93.1,102.3,99.3,96.1,100.5,1.3,106.0,0.1
COc1ccc(/C=C2\SC(=S)N(CC(=O)NCCO)C2=O)cc1,92.3,93.8,86.8,103.5,96.9,1.0,90.0,0.0
O=C(NNC(=O)C1CCCO1)c1ccc(Br)cc1 (stereo not drawn),89.0,85.7,97.4,72.1,94.7,0.8,87.1,0.9
CCN(CC)C(=O)CN(C#N)c1nc(C)cc(C)n1,99.1,103.6,96.8,101.3,102.3,0.3,96.5,0.1
COc1cc(NC(=O)CSc2nnnn2C2CCCC2)cc(OC)c1,106.0,89.6,105.1,91.5,105.1,12.4,103.1,-0.1
CCOC(=O)/C=C1\SCC(=O)N1CC(=O)NC1CCCCC1,98.5,101.9,100.1,102.5,101.1,-1.1,93.9,-0.2
COc1ccccc1CNC(=O)C(C)Oc1ccccc1 (stereo not drawn),95.5,101.0,94.3,104.1,95.0,2.5,100.9,-0.1
